Screening data deposited in PubChem by National Center for Advancing Translational Sciences (NCATS).
HCMV antiviral = qHTS Assay for inhibitors of the human cytomegalovirus (HCMV); HFF cells, HCMV-luciferase reporter, 72 h; hits give low values; activity change, negative = inhibition, % at 57.5 µM; 4.5% of 410,000 active; in the data active = activity change below about -60%; inconclusive = no clear call, values can overlap the other calls; inactive = above about -39%
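Luciferase read-out from HCMV-luciferase-infected HFFs (MOI 1 PFU/cell) 72 h post infection at 37C; compounds added after 16 h cell attachment; activity normalized between buffer-only basal and Salinomycin (10uM) inhibitor controls.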
AmpC inh detg = qHTS Inhibitors of AmpC Beta-Lactamase (assay with detergent); Potency, µM (top dose mostly 114 µM), for inactives: at the top dose activity change, negative = inhibition, most hits filed as inhibitors; AmpC hydrolysis of nitrocefin, absorbance 480 nm, 0.01% Triton; 0.041% of 370,000 active; P00811;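 note: potency is the fitted concentration of half-maximal effect; 0% = no-compound wells and -100% = no-enzyme wells; nearly all actives have a fitted effect of over 25% in size; some results filed as inactive show a strong effect at the top dose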
Target sequence (P00811 whole entry, looked up): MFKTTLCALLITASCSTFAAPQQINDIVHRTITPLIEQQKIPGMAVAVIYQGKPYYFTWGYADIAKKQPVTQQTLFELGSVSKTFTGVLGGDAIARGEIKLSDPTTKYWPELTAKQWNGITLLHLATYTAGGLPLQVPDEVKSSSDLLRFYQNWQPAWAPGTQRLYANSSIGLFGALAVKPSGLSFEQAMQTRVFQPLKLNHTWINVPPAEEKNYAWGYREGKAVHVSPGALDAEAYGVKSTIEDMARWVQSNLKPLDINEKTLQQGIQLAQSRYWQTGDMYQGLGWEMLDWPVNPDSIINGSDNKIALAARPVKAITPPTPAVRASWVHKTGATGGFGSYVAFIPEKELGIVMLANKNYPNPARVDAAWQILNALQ
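AmpC (5.3 nM in the dispensed reagent) in 20 mM phosphate pH 7.0 with 0.01% (detergent screen) or 0.0001% Triton X-100 was preincubated with compounds for 15 min at room temperature. Nitrocefin was then added from an 800 uM solution, and hydrolysis was followed at 480 nm.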
HCV inhibitor = qHTS Assay for Inhibitors of Hepatitis C Virus (HCV); Huh7.5.1 HCVcc-Cre infection, luciferase reporter, 44 h; Potency, µM (highest dose often 41.8 µM), inactives show at the top dose activity change, negative = inhibition, hits mostly inhibitors; 3.4% of 340,000 active; AID 651820, 2012; note: potency is the fitted concentration of half-maximal effect
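After 44 h co-culture of compound, cells and HCVcc-Cre (~0.5 moi), substrate is added for 15 min at room temperature and luciferase measured over 15 sec. Cells were seeded at 1,000/well and pre-cultured 4 h.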
TbPYK inhibitor = qHTS of Trypanosoma Brucei Inhibitors. pyruvate kinase (Trypanosoma brucei), Q57TT1. TbPYK enzyme, Kinase-Glo Plus ATP luminescence, 45 min. Potency, µM (top dose mostly 76.8 µM), for the others: at the top dose activity, negative = inhibition, actives largely listed as inhibitors. 0.12% of 410,000 active; note: potency is the fitted concentration of half-maximal effect; nearly all actives have a fitted effect of over 50% in size
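Activity of T. brucei pyruvate kinase was followed by Kinase-Glo Plus luminescence after the enzyme reacted 45 min at room temperature with 130 uM ADP (final) and substrate. Test compounds were added before ADP at multiple concentrations.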
LmPK inh = qHTS Assay for Inhibitors of Leishmania Mexicana Pyruvate Kinase (LmPK) | purified LmPK, Kinase-Glo ATP luminescence, 1 h | Potency, µM (titrated, usually from 57.5 µM), inactives show at the highest dose activity change, negative = inhibition, actives largely listed as inhibitors | AID 1721, 2009 | 0.37% of 290,000 active; note: potency is the fitted concentration of half-maximal effect
Target sequence (Q27686 whole entry, looked up): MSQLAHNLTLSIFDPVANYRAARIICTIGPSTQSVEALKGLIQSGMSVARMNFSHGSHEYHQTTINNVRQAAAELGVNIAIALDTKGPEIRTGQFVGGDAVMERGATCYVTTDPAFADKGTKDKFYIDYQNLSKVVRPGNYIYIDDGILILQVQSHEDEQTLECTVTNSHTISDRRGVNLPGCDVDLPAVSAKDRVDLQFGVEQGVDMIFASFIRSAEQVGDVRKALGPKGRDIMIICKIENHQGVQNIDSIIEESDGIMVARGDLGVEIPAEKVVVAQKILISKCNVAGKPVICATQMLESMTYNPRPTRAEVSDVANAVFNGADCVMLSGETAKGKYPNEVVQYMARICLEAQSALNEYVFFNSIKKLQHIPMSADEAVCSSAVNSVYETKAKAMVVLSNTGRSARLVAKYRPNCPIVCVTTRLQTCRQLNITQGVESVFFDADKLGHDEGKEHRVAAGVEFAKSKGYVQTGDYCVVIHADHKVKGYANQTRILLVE
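0.1 nM LmPK, 0.5 mM PEP, 0.1 mM ADP; 50 mM imidazole pH 7.2, 7 mM MgCl2, 50 mM KCl; 1 h RT. Kinase-Glo luminescence readout, normalized to no-enzyme (full inhibition) and uninhibited wells.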
AmpC no deterg = qHTS Inhibitors of AmpC Beta-Lactamase (assay without detergent) | P00811 | AmpC nitrocefin hydrolysis, absorbance 480 nm, 0.0001% Triton | Potency, µM (top dose mostly 57.1 µM), for inactives: at the highest dose activity change, negative = inhibition, most hits filed as inhibitors | 0.52% of 330,000 active;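 note: potency is the fitted concentration of half-maximal effect; plate controls were no compound for no effect and no enzyme for full effect; nearly all actives have a fitted effect of over 20% in size; some results filed as inactive show a strong effect at the top dose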
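20 mM phosphate pH 7.0 + 0.01% (detergent screen) or 0.0001% Triton X-100; 5.3 nM AmpC reagent; cpd preinc 15 min RT; nitrocefin (800 uM stock) to start; A480 q20 s × 4 min; Activity was normalised to no-enzyme and no-compound control wells.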
AMA1-RON2 inh = qHTS for Inhibitors of AMA1-RON; Towards Development of Antimalarial Drug Lead: Primary Screen | AID 720542, 2013 | Plasmodium falciparum AMA1 (3D7) - RON2 peptide interaction | 0.2% of 360,000 active | Potency, µM (titrated, usually from 58.2 µM), without a hit: at the highest dose activity change, negative = inhibition, usual class: inhibitors | AlphaScreen AMA1-biotinylated RON2 peptide binding;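 note: potency is the fitted concentration of half-maximal effect; 0% = vehicle wells and -100% = peptide control; nearly all actives have a fitted effect of over 45% in size; some results filed as inactive show a strong effect at the top dose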
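AMA1 (3D7) with his tag at 25 nM final met compounds first, then biotinylated RON2 peptide at 25 nM; detection used donor plus acceptor beads, 10 µg/mL apiece, read by AlphaScreen after 30 min at room temperature.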
* hit, by the source's call; ? = inconclusive; · = no result given; & = joins results of further samples; [ ] = remark or other dose. Unless noted, calls come from the whole dose curve; as a rule, active = well fitted curve in the direction sought with a large enough effect; inconclusive = small, poorly fitted or top-dose-only effect, or another doubt; inactive = no such curve, though single readings can be large; an effect the other way counts as inactive or inconclusive. Unless noted, % is set by controls: 0 for no effect and ±100 for the full control effect.

No.	Molecule	HCMV antiviral	AmpC inh detg	HCV inhibitor	TbPYK inhibitor	LmPK inh	AmpC no deterg	AMA1-RON2 inh
1	C/C(=N\NC(=O)c1cccs1)c1cccnc1	36	0%	4%	-9%	6%[11.5 µM]	-24%	46%[activator]
2	Clc1ccccc1Cc1noc(CN2CCN(c3cnccn3)CC2)n1	-29	8%	26%	0%	-9%	31%	-13%
3	Sc1ccccc1N=Cc1cccs1	10	·	·	-21%	·	·	7%
4	Cc1ccc(NC(=O)Cn2c(=O)n(Cc3ccc4c(c3)OCO4)c(=O)c3ccccc32)c(C)c1	-4	19%	·	-3%	·	·	·
5	CC1Nc2ncnc(N3CCc4ccccc4C3)c2N(Cc2ccc(Br)cc2)C1=O (configuration not stated)	-11	-10%	?	3%&3%	·	37%	11%&-4%
6	O=c1cc(N2CCOCC2)cnn1-c1ccccc1	68	2%	-4%	-1%	-6%	-8%	12%
7	COC(=O)c1c(C)[nH]c(C(=O)OCC(=O)NC(C)(C)C)c1C	?	-1%	?	3%	2%	-6%	-2%
8	CC(C)(C)c1ccc(C(=O)NCC(=O)NNC(=O)c2ccccc2O)cc1	-4	?	6%[8.37 µM]	2%	·	-25%	94%[activator]
9	Cc1ccc(N2CCN(c3nc4c(S(=O)(=O)c5ccc(C)c(C)c5)nnn4c4ccccc34)CC2)c(C)c1	0	20%	·	5%[15.4 µM]	·	·	·
10	CC1CCN(C(=O)c2nc[nH]c2C(=O)OCCNC(=O)OC(C)(C)C)CC1	-9	4%	-14%	2%	·	2%	44%[activator]
11	CN(C(=O)CSc1nnc(-c2c[nH]c3ccccc23)o1)C1CCS(=O)(=O)C1 (configuration not stated)	-38	0%	10%	2%	-4%	-20%	12%
12	CS(=O)(=O)N1CCN(c2nc(-c3ccc(F)cc3)cs2)CC1	-21	4%	12%	-28%	1%	-7%	-5%
13	CC(C)Oc1cccc(C(=O)O)c1	-21	6%	10%	6%	5%	-16%	-3%
14	O=C(Cn1nc(-c2ccccc2F)ccc1=O)Nc1ccc(S(=O)(=O)N2CCCCCC2)cc1	-29	0%	?	1%	4%	-23%	-4%
15	COc1ccc2nc(NC(C)=O)sc2c1	21	2%	10%	-11%	-23%	-22%	-1%
16	CN(C)S(=O)(=O)c1ccc(NC(=O)c2cccnc2)cc1	-31	-14%	14%	2%	1%	-7%	4%

Three structures out of the list, sorted by length of the SMILES, low to high.
No.	Molecule	HCMV antiviral	AmpC inh detg	HCV inhibitor	TbPYK inhibitor	LmPK inh	AmpC no deterg	AMA1-RON2 inh
15	COc1ccc2nc(NC(C)=O)sc2c1	21	2%	10%	-11%	-23%	-22%	-1%
16	CN(C)S(=O)(=O)c1ccc(NC(=O)c2cccnc2)cc1	-31	-14%	14%	2%	1%	-7%	4%
10	CC1CCN(C(=O)c2nc[nH]c2C(=O)OCCNC(=O)OC(C)(C)C)CC1	-9	4%	-14%	2%	·	2%	44%[activator]

(further entries)
No.	Molecule	HCMV antiviral	AmpC inh detg	HCV inhibitor	TbPYK inhibitor	LmPK inh	AmpC no deterg	AMA1-RON2 inh
17	CCN1C(=O)[C@H]2[C@@H](c3ccc(C)cc3)N3C(=O)N(c4ccc(C)cc4)C(=O)[C@@]3(Cc3ccccc3)[C@H]2C1=O	-14	-15%	-4%	2%	7%	147%[activator]	8%
18	O/N=C/c1ccccc1OCc1ccc(Cl)cc1	27	-1%	?	4%	1%	-58%	8%
19	O=C(c1cc(N2CCOCC2)c(F)cc1[N+](=O)[O-])N1CCOCC1	11	-10%	2%	5%	-6%	-12%	-2%
20	Cc1ccccc1N=C1Nc2ccccc2CS1	-2	-3%	-23%	-12%	-27%	-59%	-5%
21	CCOc1cc(/C=C2/SC(=O)N(CC(=O)N3CCc4ccccc4C3)C2=O)ccc1OCC(=O)O	18	-9%	12%	-11%	-1%	-13%	-6%
22	COCCn1c(-c2cccc(Br)c2)nc2c(c(=O)c3ccccc3n2C)c1=O	-17	-1%	-2%	6%	1%	-11%	-7%
23	Cc1[nH]c2ccccc2c1C(=O)C(=O)N1CCCc2ccccc21	-36	15%	-7%	-3%	-2%	-7%	8%[2.32 µM]
24	Brc1ccc(/C=C/C=N/Nc2nc3ccccc3s2)cc1	49	10%	·	10%	4%	-20%	83%[activator]
25	O=C1c2oc3ccccc3c(=O)c2C(c2cccc(Cl)c2)N1c1ccccn1 (configuration not stated)	-10	-4%	·	-7%	·	·	·
26	COC(=O)c1c(NC(=O)CSc2nnc(C)c(=O)[nH]2)sc(C)c1C	-4	4%	-12%	5%	3%	-22%	6%
27	CCOC(=O)c1[nH]c(C)c(C(=O)NCc2cccc(OC)c2)c1C	-14	0%	·	-2%	·	·	·
28	CC(C)CC(=O)Nc1ccccc1-c1nnn(CC(=O)N2CCOCC2)n1	26	4%	15%	2%	-3%	-10%	-9%
29	NC(=O)c1c(NC(NC(=O)c2ccco2)(C(F)(F)F)C(F)(F)F)sc2c1CCCC2	-12	9%	13%	?	5%	-15%	17%
30	Cc1noc(C)c1COC(=O)c1ccccc1Sc1ccccc1C#N	13	-9%	?	2%	5%	7%	-1%
31	COc1ccc(Nc2nc(N)nc(CSC(=S)N3CCCCC3)n2)cc1	25	1%	-21%	-4%	0%	-33%	-3%
32	NC(=O)CN1CCN(C(=O)Nc2ccccc2)CC1	2	-11%	3%	4%	2%	22µM*	55%[activator]
33	Cc1ccc(-c2nnc(Oc3ccc(NC(=O)c4ccccc4)cc3)c3ccccc23)cc1	-18	?	?	-3%	5%	-24%	4%
34	Cc1ccc(NC(=O)C2CCCN2C(=O)NC2CCCCC2)c(C)c1 (configuration not stated)	18	?	7%	0%	-4%	-10%	-10%
35	CCOc1ccc(CCNc2ncnc3onc(C)c23)cc1OCC	?	28%	·	-2%	·	·	·
36	CCCC/C=C1\CCc2c([nH]c3ccccc23)C1=O	-28	-3%	-9%	0%	0%	-25%	3%
37	CC(C)CC(=O)Nc1ccc(C(=O)NN2C(=O)c3ccccc3C2=O)cc1	-7	-15%	27%	-8%	1%	-47%	5%[11.6 µM]
38	Cc1ccccc1-n1c(=O)cc(N2CCc3ccccc3C2)[nH]c1=O	24	-7%	8%	-15%	-3%	-22%	33%
39	COc1cc(Cl)c(NC(=O)CCc2nc3cccnc3n2-c2ccccc2)c(OC)c1	-24	5%	·	0%	·	·	·
40	CC(=O)c1ccc2c(c1)N(C)c1ccccc1S2	23	-10%	?	-7%	4%	-8%	236%[activator]
41	COc1ccc(NC(=O)NC2CC3CCCC(C2)N3Cc2ccccc2)cc1 (configuration not stated)	47	-8%	-24%	-2%	2%	-25%	2%
42	CCOC(=O)c1nn(-c2ccc(C)cc2)c(=O)cc1OCC(=O)N1CCN(c2ccccc2)CC1	-19	-18%	-15%	-2%	·	136%[activator]	-13%
43	CC(C)Cn1c(N)c(C(=O)COC(=O)c2ccccc2C(=O)c2ccccc2)c(=O)n(C)c1=O	-7	·	10µM*	-1%	·	39%	-1%
44	O=C1c2ccccc2S(=O)(=O)c2cc(N3CCN(c4ccccc4)CC3)ccc21	14	·	0%	2%	·	·	4%
45	CCOC(=O)/C=C1\CN(Cc2cc(OC)c(OC)c(OC)c2)S(=O)(=O)c2ccccc21	?	-7%	3.2µM*	-4%	0%	90%[activator]	6%
46	Cc1ccc(NC(=O)Cn2c(O)c(N=NC(=O)c3ccncc3)c3ccccc32)cc1	·	5%	-6%	-1%	-4%	-30%	-7%
47	O=C1CCCC(NCCCCCCNC2=C([N+](=O)[O-])C(=O)CCC2)=C1[N+](=O)[O-]	51	-13%	3%	4%	-6%	-11%	9%
48	Cc1c(O)c(=O)n(-c2ccccc2)n1C	-32	7%	1%	2%	·	-5%	-18%
49	COc1ccc(/C=N/Nc2ncnc3sc4c(c23)CCCC4)cc1OC	0	?	-26%	11%	1%	-7%	-1%
50	CCC(C)(C)c1ccc(OCCCC[n+]2cccc(C)c2C)c(C(C)(C)CC)c1	-97*	-3%	18µM*	5%	1%	129%[activator]	-7%
51	Cc1ccccc1-n1nc(CO)c(C(=O)NCCc2ccccc2)n1	-27	11%	·	-9%	·	·	·
52	CCOC(=O)N1CCc2c(sc3c2c(=O)n(-c2ccc(Cl)cc2)c(=O)n3CC(C)C)C1	-65*	7%	·	0%	·	·	·
53	COc1cc(OC)cc(C(=O)NC(C)c2ccc(Br)cc2)c1 (configuration not stated)	-27	3%	6%	-2%	1%	20%	9%
54	O=S(=O)(c1ccc(OC(F)(F)F)cc1)N1CCC(c2nc3ccccc3s2)CC1	20	4%	·	-3%	·	·	·
55	COc1ccc(CCN)cc1O	-14	·	-4%	-5%	·	·	-4%
56	CON1C(=O)C(=O)N(OC)C(C)(C)C1(C)C	-38	?	26%	1%	0%	-10%	4%
57	CN(Cc1ccncn1)C(=O)C1CCC(=O)N(Cc2cccc(C(F)(F)F)c2)C1 (configuration not stated)	6	?	-5%	-8%	1%	-2%	-15%
58	CC(=O)NC(CC(=O)N(C)C1CCCCC1)c1ccccc1 (configuration not stated)	25	4%	18%	3%	0%	-7%	10%
59	Cc1ccc(S(=O)(=O)N(CC(=O)N2CCOCC2)CC(=O)N2CCOCC2)cc1	-15	3%	-2%&25%	9%	2%	-10%	-7%
60	COc1ccc([C@H]2CC(=O)C=C(c3ccc(Br)c4ccccc34)C2)cc1	-6	·	-29%	1%	·	-57%	-12%
61	CC1CN(S(=O)(=O)c2ccc(NC(=O)c3ccco3)cc2)CC(C)O1 (configuration not stated)	-7	?	-8%	5%	6%	-10%	-8%
62	Cc1cccc(-c2nnn3c2nc(NCc2ccc4c(c2)OCO4)c2ccccc23)c1	32	10%	·	3%	·	·	·
63	O=C(/C=C/c1ccco1)Nc1nc(-c2ccccc2)cs1	-10	?	?	-1%	-3%	-24%	-7%
64	COc1ccccc1C(=O)NCC(=O)OCc1csc(-c2ccccc2)n1	12	-7%	-5%	1%	0%	4%	-6%
65	CCN(CC)C(=O)NC(c1ccc(C)c(F)c1)C(Cl)(Cl)Cl (configuration not stated)	?	-10%	?	-8%	-1%	-10%	0%
66	CC(=O)c1c(C)[nH]c(C(=O)Nc2ccccn2)c1C	112	-14%	-2%	-4%	-9%	-17%	2%
